Screening results (PubChem BioAssay)
CHRM4 antagonist = CHRM4 antagonism in calcium assay; P08173; CHO-hM4 cells, ACh EC80, Fluo-8 calcium fluorescence; inhibition, % at 3 µM; 0.73% of 360,000 active; AID 624125;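 active = inhibition above its plate's cutoff, the mean inhibition of sample wells plus 3 SD, cut at about 27% in these data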;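 also: 0% = acetylcholine EC80 with DMSO and 100% = DMSO without agonist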
Target sequence (P08173 whole entry, looked up): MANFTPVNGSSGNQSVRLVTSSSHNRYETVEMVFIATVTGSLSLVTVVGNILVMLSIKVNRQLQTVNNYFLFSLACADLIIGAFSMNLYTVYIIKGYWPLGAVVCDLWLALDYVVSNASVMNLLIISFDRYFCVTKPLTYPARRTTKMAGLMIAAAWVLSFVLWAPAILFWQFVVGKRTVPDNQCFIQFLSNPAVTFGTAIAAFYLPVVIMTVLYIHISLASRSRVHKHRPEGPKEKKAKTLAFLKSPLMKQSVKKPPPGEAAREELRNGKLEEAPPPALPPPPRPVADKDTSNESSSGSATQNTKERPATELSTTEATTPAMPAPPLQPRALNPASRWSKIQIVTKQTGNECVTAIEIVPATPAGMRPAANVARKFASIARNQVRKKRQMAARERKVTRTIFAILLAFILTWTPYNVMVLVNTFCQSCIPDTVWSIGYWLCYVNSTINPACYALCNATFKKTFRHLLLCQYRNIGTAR
CHO-K1 Ca antag = nonselective inhibitor or artifact in parental CHO-K1 cells; ATP-induced calcium, Fluo-8 fluorescence; inhibition, % at 3 µM; 0.6% of 360,000 active; AID 602250;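 active = inhibition above a per-plate cutoff, the plate's mean sample inhibition plus 3 SD, cut at about 24% in these data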;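 also: 0% = DMSO plus EC80 ATP and 100% = DMSO alone without ATP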
M5 ag = agonists of human muscarinic M5 receptor (CHRM5). P08912. CHO-K1 hM5 cells, Fluo-8 calcium fluorescence; 0% DMSO wells, 100% maximal acetylcholine response. activation, % at 3 µM. 0.19% of 360,000 active;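 active = activation above the run's mean over test compounds plus 3 SD, cut at about 23% in these data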;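 also: signal is peak over basal fluorescence ratio across the kinetic read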
Target sequence (P08912 whole entry, looked up): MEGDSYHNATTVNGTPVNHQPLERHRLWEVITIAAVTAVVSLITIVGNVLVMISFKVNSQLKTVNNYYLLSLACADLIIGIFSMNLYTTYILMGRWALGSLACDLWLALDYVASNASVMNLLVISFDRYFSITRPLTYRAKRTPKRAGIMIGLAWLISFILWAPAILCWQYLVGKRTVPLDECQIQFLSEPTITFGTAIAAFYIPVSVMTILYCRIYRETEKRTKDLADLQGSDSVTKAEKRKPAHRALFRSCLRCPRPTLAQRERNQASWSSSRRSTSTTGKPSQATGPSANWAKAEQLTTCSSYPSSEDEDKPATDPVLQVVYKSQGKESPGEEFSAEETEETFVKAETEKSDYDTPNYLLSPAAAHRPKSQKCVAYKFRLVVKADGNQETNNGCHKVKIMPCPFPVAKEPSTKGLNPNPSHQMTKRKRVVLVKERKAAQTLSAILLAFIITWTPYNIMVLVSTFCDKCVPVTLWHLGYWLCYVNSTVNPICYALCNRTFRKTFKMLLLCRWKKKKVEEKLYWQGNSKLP
CHRM4 agonist = agonists of human muscarinic M4 receptor (CHRM4); CHO-K1 hM4/Gqi5, Fluo-8 calcium fluorescence; vehicle 0%, full acetylcholine response 100%; activation, % at 3 µM; 0.14% of 360,000 active; AID 624127;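 active = activation above the run mean over all test wells plus 3 SD, cut at about 32% in these data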;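 also: peak over basal fluorescence ratio per well then scaled between controls; 0% = DMSO wells and 100% = acetylcholine at EC100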
M1 ag parental = M1 agonist counterscreen hit in parental CHO-K1 cells; 0.48% of 360,000 active; activation, % at 3 µM; Fluo-8 calcium fluorescence; scaled to maximal ATP response, vehicle zero; in the data active = activation above about 15%;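 also: untransfected CHO-K1 host cells lacking M1 receptor as counterscreen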
CHRM5 antagonist = antagonists of human muscarinic M5 receptor (CHRM5) | P08912 | CHO-hM5 cells, Fluo-8 calcium fluorescence, ACh EC80 | inhibition, % at 3 µM | 0.59% of 360,000 active | AID 624040;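 active = inhibition above a per-plate cutoff, the mean of that plate's test compounds plus 3 SD, cut at about 27% in these data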;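 also: 0% = acetylcholine EC80 with DMSO and 100% = DMSO without agonist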
M1 PAM parental = nonselective activator or artifact in parental CHO-K1 calcium assay; 0.02% of 360,000 active; ATP EC20, Fluo-8 calcium fluorescence; 0% at ATP EC20, 100% at ATP max; activation, % at 3 µM; AID 602247;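 active = activation above the run cutoff, the mean activation of all test compounds plus 3 SD, cut at about 40% in these data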;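 also: peak over basal fluorescence ratio in a 140 s read after ATP addition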
CHRM5 PAM = potentiates acetylcholine response at human M5 receptor | P08912 | 0.3% of 360,000 active | CHO-K1 hM5, Fluo-8 calcium, ACh EC20 PAM; 0% = ACh EC20, 100% = ACh EC100 | activation, % at 3 µM | AID 624038;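 active = activation above the run cutoff, the mean activation of all test compounds plus 3 SD, cut at about 18% in these data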
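system = human M5 receptor in CHO-K1 cells | reagent = EC20 acetylcholine as agonist stimulus | compound dosing = single-point, 3 µM nominal | incubation = Fluo-8 loading 80 min at 37 °C plus 30 min room temperature | detection = Fluo-8 calcium dye fluorescence, kinetic read | benchmarks = low control EC20 acetylcholine (0%), high control EC100 acetylcholine (100%)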
M4 PAM = potentiates acetylcholine response at human M4 receptor | 0.4% of 360,000 active | AID 624126 | activation, % at 3 µM | CHO-K1 hM4/Gqi5, Fluo-8 calcium fluorescence, ACh EC20; 0% = ACh EC20, 100% = maximal ACh;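 active = activation above its plate's cutoff, the mean activation of sample wells plus 3 SD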; also: some results filed as inactive read as strong as hits
Starred values were filed as active, the others as inactive. Random draw from the library. Share with any hit: about 2.7%.

Results for Cc1c(NC(=O)Nc2ccc([N+](=O)[O-])cc2)c(=O)n(-c2ccccc2)n1C ?
CHRM4 antagonist: -3; CHO-K1 Ca antag: -3; M5 ag: -1; CHRM4 agonist: 1; M1 ag parental: 0.4; CHRM5 antagonist: 1; M1 PAM parental: 3; CHRM5 PAM: -1; M4 PAM: 2

What do the screens show for `C[C@H]1CN([C@@H](C)CO)C(=O)CCCn2nncc2CO[C@@H]1CN(C)S(=O)(=O)c1ccc2ccccc2c1`?
CHRM4 antagonist: -4; CHO-K1 Ca antag: -5; M5 ag: -1; CHRM4 agonist: 0; M1 ag parental: -0.2; CHRM5 antagonist: 0; M1 PAM parental: 6; CHRM5 PAM: 1; M4 PAM: -1

How did CC(C)(C)NC(=O)CCN(/N=C/c1ccccc1)C1=NS(=O)(=O)c2ccccc21 do in these assays?
CHRM4 antagonist: -10; CHO-K1 Ca antag: -17; M5 ag: -2; CHRM4 agonist: 10; M1 ag parental: 5.7; CHRM5 antagonist: 6; M1 PAM parental: 13; CHRM5 PAM: -5; M4 PAM: 3

Results for CC(C)(C)c1csc(NC(=O)c2ccc(Cl)s2)n1 ?
CHRM4 antagonist: -3; CHO-K1 Ca antag: 5; M5 ag: -11; CHRM4 agonist: 2; M1 ag parental: 1.1; CHRM5 antagonist: -4; M1 PAM parental: 3; CHRM5 PAM: -6; M4 PAM: -9

What do the screens show for `O=C1CCN(Cc2ccccc2)C(=O)N1c1ccccc1`?
CHRM4 antagonist: 13; CHO-K1 Ca antag: -10; M5 ag: -2; CHRM4 agonist: 2; M1 ag parental: 1.7; CHRM5 antagonist: 21; M1 PAM parental: 16; CHRM5 PAM: -15; M4 PAM: -11

How did O=C(COC(=O)c1cc(Cl)ccc1O)NC(=O)NCc1ccccc1 do in these assays?
CHRM4 antagonist: 11; CHO-K1 Ca antag: 5; M5 ag: 1; CHRM4 agonist: -1; M1 ag parental: -0.3; CHRM5 antagonist: 1; M1 PAM parental: 9; CHRM5 PAM: 0; M4 PAM: 4

What do the screens show for `COC(=O)c1ccc(CNC(=O)c2ccc(S(=O)(=O)N3CCCC(C)C3)cc2)cc1` (centres undefined)?
CHRM4 antagonist: -2; CHO-K1 Ca antag: -9; M5 ag: 0; CHRM4 agonist: 1; M1 ag parental: -0.1; CHRM5 antagonist: -12; M1 PAM parental: 1; CHRM5 PAM: 7; M4 PAM: 2

How did COc1ccc(-c2[nH]c(-c3ccc(C)cc3)nc2SCC(=O)NC2CCCC2)cc1 do in these assays?
CHRM4 antagonist: 4; CHO-K1 Ca antag: 20; M5 ag: -3; CHRM4 agonist: 4; M1 ag parental: 0.7; CHRM5 antagonist: -2; M1 PAM parental: -1; CHRM5 PAM: -2; M4 PAM: -2

How did CCc1ccc(NC(=S)NC(=O)CC(C)C)cc1 do in these assays?
CHRM4 antagonist: 4; CHO-K1 Ca antag: 2; M5 ag: -9; CHRM4 agonist: -2; M1 ag parental: -0.6; CHRM5 antagonist: -2; M1 PAM parental: 0; CHRM5 PAM: -5; M4 PAM: 0

Results for CC(C)c1ccc(NC(=O)c2cc([N+](=O)[O-])ccc2N2CCOCC2)cc1 ?
CHRM4 antagonist: 4; CHO-K1 Ca antag: 3; M5 ag: -6; CHRM4 agonist: 0; M1 ag parental: 0.0; CHRM5 antagonist: -1; M1 PAM parental: -19; CHRM5 PAM: 0; M4 PAM: -5

Results for CN(C1CCCC1)C1CCN(C(=O)CNC(=O)/C=C/c2cccc(C(F)(F)F)c2)CC1 ?
CHRM4 antagonist: -2; CHO-K1 Ca antag: 12; M5 ag: -6; CHRM4 agonist: 0; M1 ag parental: -0.3; CHRM5 antagonist: 1; M1 PAM parental: -4; CHRM5 PAM: 0; M4 PAM: -3

Results for O=C(NC1=NCCS1)c1ccc(Br)s1 ?
CHRM4 antagonist: -5; CHO-K1 Ca antag: -13; M5 ag: 1; CHRM4 agonist: 0; M1 ag parental: 0.4; CHRM5 antagonist: 12; M1 PAM parental: 11; CHRM5 PAM: -3; M4 PAM: 8

What do the screens show for `COc1ccc(/C=N/n2c(=O)[nH]c3c([nH]c4ccc(C)cc43)c2=O)cc1CN1CCOCC1`?
CHRM4 antagonist: 5; CHO-K1 Ca antag: 4; M5 ag: 2; CHRM4 agonist: 0; M1 ag parental: -0.2; CHRM5 antagonist: -10; M1 PAM parental: -7; CHRM5 PAM: 5; M4 PAM: 3

What do the screens show for `O=C(COC(=O)/C=C/c1ccccc1Cl)NCC1CCCO1` (centres undefined)?
CHRM4 antagonist: 0; CHO-K1 Ca antag: -16; M5 ag: 3; CHRM4 agonist: 1; M1 ag parental: 0.7; CHRM5 antagonist: 7; M1 PAM parental: 8; CHRM5 PAM: 1; M4 PAM: 0

How did CCOc1ccc(C(=O)CCC(=O)N(CC)CC(=O)NCc2ccc(Cl)cc2)cc1 do in these assays?
CHRM4 antagonist: -5; CHO-K1 Ca antag: -12; M5 ag: -6; CHRM4 agonist: 5; M1 ag parental: 1.9; CHRM5 antagonist: 17; M1 PAM parental: 21; CHRM5 PAM: -11; M4 PAM: -3

What do the screens show for `CC(=O)N1CCCC(C)(C(=O)Nc2ccc3nc(C)ccc3c2)C1` (centres undefined)?
CHRM4 antagonist: -10; CHO-K1 Ca antag: -7; M5 ag: 1; CHRM4 agonist: 1; M1 ag parental: 0.3; CHRM5 antagonist: -7; M1 PAM parental: -2; CHRM5 PAM: 1; M4 PAM: 6

What do the screens show for `COc1ccc2[nH]c3c(c2c1)CCN1C(=O)C(CC(=O)NCc2ccc(OC)c(OC)c2)C[C@H](C(=O)N(C(C)C)C(C)C)[C@@]31C` (some centres undefined)?
CHRM4 antagonist: 13; CHO-K1 Ca antag: -3; M5 ag: -1; CHRM4 agonist: 1; M1 ag parental: -0.4; CHRM5 antagonist: -2; M1 PAM parental: 8; CHRM5 PAM: -1; M4 PAM: -7

Results for CCN(CC)S(=O)(=O)c1cc(NC(=O)C(C)N2CCN(c3ccccn3)CC2)ccc1C (centres undefined) ?
CHRM4 antagonist: -3; CHO-K1 Ca antag: -15; M5 ag: -5; CHRM4 agonist: 0; M1 ag parental: 1.7; CHRM5 antagonist: 7; M1 PAM parental: 14; CHRM5 PAM: 8; M4 PAM: 2

Results for O=C(O)CNS(=O)(=O)c1ccc2c(c1)CCCC2 ?
CHRM4 antagonist: -9; CHO-K1 Ca antag: -8; M5 ag: 6; CHRM4 agonist: 1; M1 ag parental: 0.5; CHRM5 antagonist: 1; M1 PAM parental: 13; CHRM5 PAM: 7; M4 PAM: 0

What do the screens show for `Cc1nc2ccc(NC(=O)c3ccc(=O)[nH]c3)cc2s1`?
CHRM4 antagonist: 7; CHO-K1 Ca antag: -2; M5 ag: -2; CHRM4 agonist: 1; M1 ag parental: 4.0; CHRM5 antagonist: 7; M1 PAM parental: 5; CHRM5 PAM: -2; M4 PAM: -4

Results for CCCN(CC1CCCO1)C(=O)CCc1nnc(CCc2ccc(OC)cc2)o1 (centres undefined) ?
CHRM4 antagonist: -2; CHO-K1 Ca antag: -10; M5 ag: -1; CHRM4 agonist: 1; M1 ag parental: 0.8; CHRM5 antagonist: 15; M1 PAM parental: 19; CHRM5 PAM: -3; M4 PAM: 2

How did Cc1ccc2nc(SC(C)C(=O)N3CCCC3)[nH]c2c1 (centres undefined) do in these assays?
CHRM4 antagonist: 3; CHO-K1 Ca antag: -9; M5 ag: -5; CHRM4 agonist: 0; M1 ag parental: 0.2; CHRM5 antagonist: -2; M1 PAM parental: 16; CHRM5 PAM: 0; M4 PAM: 3

How did CNC(=S)NNC(=O)c1ccccc1F do in these assays?
CHRM4 antagonist: -5; CHO-K1 Ca antag: 5; M5 ag: 0; CHRM4 agonist: 1; M1 ag parental: -0.4; CHRM5 antagonist: 2; M1 PAM parental: 1; CHRM5 PAM: -2; M4 PAM: 5

Results for Cc1ccc(C)c(-c2ccc(=O)n(Cc3ccc(F)cc3Cl)n2)c1 ?
CHRM4 antagonist: -5; CHO-K1 Ca antag: -19; M5 ag: -1; CHRM4 agonist: -1; M1 ag parental: 2.1; CHRM5 antagonist: -1; M1 PAM parental: 8; CHRM5 PAM: -3; M4 PAM: -2

Results for COC(=O)C1CC(c2ccccc2)N(c2ccccc2)O1 (centres undefined) ?
CHRM4 antagonist: -5; CHO-K1 Ca antag: -6; M5 ag: -1; CHRM4 agonist: -2; M1 ag parental: -0.6; CHRM5 antagonist: 8; M1 PAM parental: -6; CHRM5 PAM: -6; M4 PAM: 7

What do the screens show for `CC1CN(S(=O)(=O)c2ccc(C(=O)N3CCc4ccccc43)cc2)CC(C)O1` (centres undefined)?
CHRM4 antagonist: 5; CHO-K1 Ca antag: -3; M5 ag: 0; CHRM4 agonist: 1; M1 ag parental: 0.6; CHRM5 antagonist: 15; M1 PAM parental: 10; CHRM5 PAM: -8; M4 PAM: 12

What do the screens show for `NC(=O)COC(=O)c1ccc(S(=O)(=O)NCc2ccco2)cc1`?
CHRM4 antagonist: -11; CHO-K1 Ca antag: -19; M5 ag: -1; CHRM4 agonist: 1; M1 ag parental: 0.5; CHRM5 antagonist: 10; M1 PAM parental: 15; CHRM5 PAM: 8; M4 PAM: 20*

How did O=C(OCC(=O)N1CCc2ccccc2C1)c1ccc(N2CCOCC2)c([N+](=O)[O-])c1 do in these assays?
CHRM4 antagonist: -1; CHO-K1 Ca antag: -6; M5 ag: -1; CHRM4 agonist: 3; M1 ag parental: 1.0; CHRM5 antagonist: -7; M1 PAM parental: 17; CHRM5 PAM: 0; M4 PAM: 6

Results for Cc1cc(C(F)F)nn1CC(=O)N1CCSCC1 ?
CHRM4 antagonist: 3; CHO-K1 Ca antag: 0; M5 ag: -2; CHRM4 agonist: 1; M1 ag parental: 0.0; CHRM5 antagonist: -4; M1 PAM parental: 13; CHRM5 PAM: 10; M4 PAM: 5

How did Cc1ccccc1NC(=O)C1CCCN1/C=C/C(=O)C(F)(F)F (centres undefined) do in these assays?
CHRM4 antagonist: -1; CHO-K1 Ca antag: 3; M5 ag: -1; CHRM4 agonist: 0; M1 ag parental: -0.1; CHRM5 antagonist: 6; M1 PAM parental: -4; CHRM5 PAM: -3; M4 PAM: -5

What do the screens show for `CCCCSc1nnc(-c2ccc(NC(=O)CC)cc2)n1C`?
CHRM4 antagonist: 5; CHO-K1 Ca antag: -1; M5 ag: -1; CHRM4 agonist: 0; M1 ag parental: -0.1; CHRM5 antagonist: 1; M1 PAM parental: 16; CHRM5 PAM: -2; M4 PAM: 5

What do the screens show for `O=c1oc(-c2ccccc2)nc2sc3c(c12)CCC3`?
CHRM4 antagonist: 1; CHO-K1 Ca antag: -10; M5 ag: 1; CHRM4 agonist: 1; M1 ag parental: 5.2; CHRM5 antagonist: -4; M1 PAM parental: 29; CHRM5 PAM: 6; M4 PAM: 2

How did Cc1ccc(C)c(-n2c(SCC(=O)NC(C(=O)O)C(C)C)nnc2-c2cccc(Cl)c2)c1 (centres undefined) do in these assays?
CHRM4 antagonist: -1; CHO-K1 Ca antag: -12; M5 ag: -7; CHRM4 agonist: 0; M1 ag parental: 0.0; CHRM5 antagonist: -17; M1 PAM parental: 24; CHRM5 PAM: 15; M4 PAM: 4
